GSK3 alpha inh – human GSK-3 alpha kinase inhibition; P49840; ADP-Glo luminescence, 60 min; inhibition, % at 10 µM; 320,000 tested, 0.1% active;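 in the data active means inhibition above about 50%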;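 further: GST-tagged GSK-3 alpha with peptide substrate and 25 µM ATP; 0% = DMSO neutral wells and 100% = GW8510 positive control wells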
Target sequence (P49840 whole entry, looked up): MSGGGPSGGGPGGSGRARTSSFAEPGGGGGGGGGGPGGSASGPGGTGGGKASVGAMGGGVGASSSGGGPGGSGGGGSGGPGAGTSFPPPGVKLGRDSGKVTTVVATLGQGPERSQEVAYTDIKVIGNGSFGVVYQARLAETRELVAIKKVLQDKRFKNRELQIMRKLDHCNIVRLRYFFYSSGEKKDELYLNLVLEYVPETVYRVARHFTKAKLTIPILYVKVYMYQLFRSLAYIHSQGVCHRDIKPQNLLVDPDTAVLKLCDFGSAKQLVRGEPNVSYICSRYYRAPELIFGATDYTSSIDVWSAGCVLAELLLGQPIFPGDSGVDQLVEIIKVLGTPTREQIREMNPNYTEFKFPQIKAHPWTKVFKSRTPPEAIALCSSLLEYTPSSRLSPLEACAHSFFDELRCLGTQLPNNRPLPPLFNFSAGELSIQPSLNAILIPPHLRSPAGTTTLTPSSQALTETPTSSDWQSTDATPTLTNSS
PolyA inh – inhibitors of polyadenylation in S. cerevisiae. S. cerevisiae SKY197-pL101 polyadenylation reporter, beta-gal luminescence; efflux-impaired pdr1/pdr3 knockout yeast; score 100 = 6 SD above DMSO. calls only at 12 µM. 300,000 tested, 0.02% active;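 active means lowest replicate activity score at least 50, where 100 means six control SD above control mean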;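 further: yeast exposed to compound for 9 h at 30 °C; higher score means more reporter readthrough which indicates perturbed polyadenylation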
KCNK9 block – inhibitors of human KCNK9 two-pore domain potassium channel; Q9NPC2; HEK293 KCNK9, FluxOR thallium flux fluorescence; active compounds read low; B-score at 10 µM; 310,000 tested, 1.2% active; AID 488922;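 active means ratio B-score over 3 SD below the library mean, with starting fluorescence within 5 SD of its mean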;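 further: negative B-score means less thallium flux so channel inhibition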
Dyrk1A ADPGlo – inhibitors of rat Dyrk1A kinase. 310,000 tested, 0.43% active. Q63470. AID 504441. inhibition, % at 12.5 µM. ADP-Glo luminescence, NFATc1 peptide; in the data active means inhibition above about 50%;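 further: plate controls were vehicle with enzyme for no effect and no enzyme for full effect; many of its hits are not listed in these tables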
GSK3B inh – human GSK3beta kinase inhibition. GST-GSK3beta kinase, ADP-Glo luminescence, 60 min; active compounds read low. 300,000 tested, 0.038% active. activity score (negative = inhibition), % at 10 µM;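 active means more than half of replicate wells score below -50%, meaning over 50% inhibition versus plate controls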;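 further: 0% = median DMSO wells and -100% = median GW8510 positive control wells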
Target sequence (P49841 whole entry, looked up): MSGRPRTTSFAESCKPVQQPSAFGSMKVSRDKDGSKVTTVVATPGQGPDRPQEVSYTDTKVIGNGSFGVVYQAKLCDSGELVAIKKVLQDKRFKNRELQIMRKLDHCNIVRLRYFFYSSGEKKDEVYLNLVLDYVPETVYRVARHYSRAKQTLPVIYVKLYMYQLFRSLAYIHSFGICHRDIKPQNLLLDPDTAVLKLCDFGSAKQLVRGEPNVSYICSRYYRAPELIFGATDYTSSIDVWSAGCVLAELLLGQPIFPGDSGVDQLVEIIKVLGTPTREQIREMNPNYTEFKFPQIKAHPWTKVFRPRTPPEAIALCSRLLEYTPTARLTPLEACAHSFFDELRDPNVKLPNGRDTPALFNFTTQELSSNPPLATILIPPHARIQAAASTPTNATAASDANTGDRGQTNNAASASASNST
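Assay system: GST-fused GSK3beta enzyme, cell-free / Medium: Tris pH 7.5 buffer with MgCl2, DTT, BSA, heparin / Also added: peptide substrate plus 25 µM ATP (final) / Compound: 10 µM single point / Timing: kinase reaction with compound 60 min at room temperature / Detection: ADP-Glo luminescence / Benchmarks: DMSO neutral wells and GW8510 at 20 µM as positive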
KCNQ1 inh – human KCNQ1 channel inhibition | CHO-K1 KCNQ1, FluxOR thallium flux fluorescence; active compounds read high | B-score at 10 µM | 310,000 tested, 1.3% active | AID 2642;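 active means compounds whose thallium flux B-score, printed positive for inhibition, exceeds three library SD while starting fluorescence stays within three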;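 further: channel opened by potassium depolarization with thallium stimulus after 20 min compound exposure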
RGS4 act – RGS4 potentiation or activation. HEK293 M3R/inducible RGS4, carbachol calcium flux Fluo4; active compounds read low. B-score at 10 µM. 310,000 tested, 0.92% active. AID 463111;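 active means B-score of the integrated calcium signal more than 4 SD below the library mean, with starting fluorescence not abnormally high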;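 further: negative B-score means reduced calcium response which marks RGS4 activation or potentiation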
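Material: Inducible-RGS4 HEK293 cells carrying M3 receptor; also added: carbachol at ECmax as muscarinic agonist stimulus; incubation: compound preincubation 20 min at room temperature before agonist; signal: Fluo4-AM (2 µM) calcium-flux fluorescence, kinetic read; measure: integrated calcium ratio converted to B score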
KCNQ1 act – human KCNQ1 channel potentiation or activation; P51787; CHO-K1 KCNQ1, thallium flux FluxOR fluorescence; active compounds read high; B-score at 10 µM; 310,000 tested, 0.35% active; AID 2648;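 active means fluorescence ratio B-score, a plate-corrected score, at least three library SD, with initial intensity B-score within 5 SD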
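Assay system: stable KCNQ1 CHO-K1 line; medium: assay buffer, equal DMSO in all wells; timing: 90 min dye loading and 20 min compound exposure, both at room temperature; technique: kinetic FluxOR thallium fluorescence, 10-s 1-Hz baseline, 110-s post-stimulus read; read-out basis: B score of baseline-normalized fluorescence ratio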
KCNK3 inh – human KCNK3 channel inhibition, primary screen. O14649. CHO-KCNK3 thallium flux, FluxOR fluorescence; active compounds read low. B-score at 10 µM. 340,000 tested, 0.84% active;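 active means B-score under library mean minus 4 SD, starting fluorescence ratio at most library mean plus 5 SD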;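 further: more negative B-score means stronger inhibition of thallium flux through KCNK3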
hERG protect – compounds protecting human hERG from proarrhythmic drug block | Q12809 | CHO-hERG, FluxOR thallium flux, dofetilide IC70 present | activation (rescue from dofetilide block), less the hit threshold, % at 10 µM | 310,000 tested, 0.51% active | AID 1511;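 active means activation above the mean of controls blocked by dofetilide plus 5 SD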;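 further: thallium influx through hERG after potassium depolarization seen as dye fluorescence rise; in these data hits start at about 4.7%; inactives centre near -7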
RGS4 block – human RGS4 inhibition; AID 463165; HEK293 M3R/RGS4 inducible, Fluo-4 calcium flux; active compounds read high; triggered by carbachol at its EC20; B-score at 10 µM; 310,000 tested, 0.45% active; P49798;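 active means B-score, a plate-corrected calcium signal, over three deviations above library mean, with baseline fluorescence within five deviations of library mean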;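 further: RGS4 expression induced by doxycycline in cells with stable M3 receptor; B-score is computed from the integrated fluorescence ratio over baseline after carbachol; higher B-score means a larger calcium signal and so more RGS4 inhibition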
Target sequence (P49798 whole entry, looked up): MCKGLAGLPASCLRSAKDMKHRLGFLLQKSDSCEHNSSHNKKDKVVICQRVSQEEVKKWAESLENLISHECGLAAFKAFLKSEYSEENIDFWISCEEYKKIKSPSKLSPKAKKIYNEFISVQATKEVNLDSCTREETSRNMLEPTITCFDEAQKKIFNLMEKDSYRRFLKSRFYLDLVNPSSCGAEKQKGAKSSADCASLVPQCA
* = called active by the depositor; i = inactive; nt = no result given; & = joins results of further samples.

SMILES	GSK3 alpha inh	PolyA inh	KCNK9 block	Dyrk1A ADPGlo	GSK3B inh	KCNQ1 inh	RGS4 act	KCNQ1 act	KCNK3 inh	hERG protect	RGS4 block
CC(NS(=O)(=O)c1ccc2c(c1)OCCCO2)C(=O)O (stereo not drawn)	-3	i	i	-10	20	i	i	i	i	-7	i
CCOC(=O)c1nc(-c2ccc(OC)c(OC)c2)no1	-2	i	i	-2	0	i	i	i	i	-6	i
Cc1ccc(NC(=S)Nc2ccccn2)c(C)c1	1	i	i	-20	-3	i	i	i	i	-6	i
CC(=O)C1=C(O)C(=O)N(c2nccs2)C1c1ccccc1 (stereo not drawn)	1	i	i	-1	-2	i	i	i	i	-10	i
CC(=O)Nc1ccc(S(=O)(=O)N(CC(=O)Nc2cc(C)on2)Cc2ccc(F)cc2)cc1	-4	i	i	nt	3	i	i	i	i	-7	i
O=C(NCc1ccncc1)Nc1ccc2c(c1)OCO2	3	i	i	3	-3	i	i	i	i	-7	i
O=C(NCC(=O)N1CCC(Cc2ccccc2)CC1)c1ccc(Cl)cc1	-3	i	i	-2	4	i	i	i	i	-8	i
CCOc1ccc(S(=O)(=O)NCCC(=O)NCCOc2ccccc2OC)cc1	nt	i	i	-1	2	i	i	i	i	-2	i
CCCCn1c(N)c(N(CC)C(=O)c2cccc(OC)c2)c(=O)[nH]c1=O	-3	i	i	-2	0	i	i	i	i	-2	i
Cc1cccc(OCC(=O)Nc2ccc(S(=O)(=O)N3CCCC3)cc2)c1	1	i	i	-2	-1	i	i	i	i	-14	i
COc1ccc(C/C(O)=C(\C#N)c2nc3ccccc3s2)cc1	-3	i	i	0	-26	i	i	i	i	-6	i
Cc1ccc(-c2c3c(=O)n(C)c(=O)n(C)c3cn2Cc2cccnc2)cc1	-2	i	i	9	-3	i	i	i	i	-5	i
O=C(O)c1ccc(/C=N/Nc2ccc(F)cc2F)cc1	-3	i	i	0	-3	i	i	i	i	1	i
Nn1c(SCC(=O)NC2CCCCC2)nnc1-c1ccccc1	-1	i	i	2	-5	i	i	i	i	-6	i
Cn1cc([N+](=O)[O-])c(C(=O)Nc2ccc3nc(-c4ccccc4)[nH]c3c2)n1	4	i	i	3	0	i	i	i	i	-8	i
Cc1nn(C)c(Cl)c1C(=O)NCC(=O)O	-8	i	i	1	-5	i	i	i	i	-4	i
S=C(NC1CCCCC1)NC1CC2CCC(C1)N2Cc1ccccc1 (stereo not drawn)	-1	i	i	1	3	i	i	i	i	0	i
O=C(CCNS(=O)(=O)c1cccc2nsnc12)NCc1ccco1	4	i	i	-3	-4	i	i	i	i	-9	i
Cc1ccc(N2CC(C(=O)Nc3cc(C(F)(F)F)ccc3N3CCCC3)CC2=O)cc1 (stereo not drawn)	nt	i	i	-3	4	i	i	i	i	-7	i
Cc1ccc2[nH]c(=O)c(CN(C)C(=O)c3ccccn3)cc2c1	-2	i	i	3	-1	i	i	i	i	-6	i
CC(C)(C)c1csc(Sc2ccc([N+](=O)[O-])cn2)n1	-1	i	i	8	1	i	i	i	i	-7	i
COc1cc(NC(=O)CN2CCCCC2C)c(C)cc1[N+](=O)[O-] (stereo not drawn)	-2	i	i	-9	-3	i	i	i	i	-5	i
O=C(CCCCCN1C(=O)c2ccccc2C1=O)Nc1ccc2c(c1)OCCO2	-1	i	i	-2	-4	i	i	i	i	-13	i
Cc1cc(NC(c2cccnc2)c2ccc3cccnc3c2O)no1 (stereo not drawn)	4	i	i	0	-1	i	i	i	i	-1	i
Cc1ccccc1OCC(=O)Nc1nnc(S(=O)(=O)N2CCCC2)s1	-2	i	i	5	-3	i	i	i	i	-2	i

The listing continues:
SMILES	GSK3 alpha inh	PolyA inh	KCNK9 block	Dyrk1A ADPGlo	GSK3B inh	KCNQ1 inh	RGS4 act	KCNQ1 act	KCNK3 inh	hERG protect	RGS4 block
Cc1nn(-c2ccccc2)c2sc(C(=O)N3CCCCC3)cc12	0	i	i	6	-3	i	i	i	i	-14	i
CS(=O)(=O)N1CCC(Oc2ccccc2C(=O)N2CCCCC2CO)CC1 (stereo not drawn)	-1	i	i	-1	5	i	i	i	i	-9	i
O=C(CN1C(=O)CSc2ccc(S(=O)(=O)N3CCOCC3)cc21)NCc1cccnc1	1	i	i	5	-2	i	i	i	i	-8	i
CN1CCC(=NNC(=O)CN(c2ccccc2)S(=O)(=O)c2ccccc2)CC1	1	i	i	-6	1	i	i	i	i	-9	i
CCCC(=O)Nc1ccc(Cc2ccc(NC(=O)CCC)c(C(=O)O)c2)cc1C(=O)O	-5	i	i	-3	3	i	i	i	i	-3	i
COc1ccc(S(=O)(=O)Nc2ccc(N3CCOCC3)cc2)cc1Br	0	i	i	19	-1	i	i	i	i	-2	i
CC(=O)NC(CC(=O)OCC(=O)c1c(N)n(CC(C)C)c(=O)n(C)c1=O)c1ccccc1 (stereo not drawn)	-1	i	i	-4	-1	i	i	i	i	-9	i
O=S(=O)(NCc1ccco1)N1CCCCCC1	0	i	i	-2	15	i	i	i	i	-3	i
CN1C(=O)C2(OCC(COc3ccc(Cl)cc3)O2)c2ccccc21 (stereo not drawn)	-5	i	i	nt	4	i	i	i	i	2	i
O=C1COc2ccc(C(=O)COC(=O)CNC(=O)C3CCCCC3)cc2N1	-2	i	i	nt	2	i	i	i	i	-20	i
Cc1cccc(N2CCN(CCNC(=O)c3cc4c(s3)CS(=O)(=O)C4)CC2)c1C	0	i	i	5	-1	i	i	i	i	-1	i
O=C(COC(=O)c1ccco1)NC1CCCC1	-2	i	i	0	nt	i	i	i	i	-8	i
Cc1[nH]c2ccccc2c1C(c1ccccn1)N1CCCC1 (stereo not drawn)	-1	i	i	-2	1	i	i	i	i	-7	i
O=C(O)c1ccc[nH]c1=S	2	i	i	-4	0	i	i	i	i	-4	i
CCn1nc(C)cc1C(=O)NC1CC(C)(C)Cc2c1cnn2-c1cccc(F)c1 (stereo not drawn)	0	i	i	-6	1	i	i	i	i	-11	i
O=C(Nc1nncs1)c1cccc(S(=O)(=O)N2CCc3ccccc32)c1	-5	i	i	2	3	i	i	i	i	-8	i
CS/C(=N\S(=O)(=O)c1cccs1)NC(=O)CSc1nc2ccccc2s1	-5	i	i	3&12	1	i	i	i	i	-13	i
COc1ccccc1N1CCN(S(=O)(=O)CCNC(=O)C23CC4CC(CC(C4)C2)C3)CC1	2	i	i	1	-6	i	i	i	i	-19	i
Cc1ccc(S(=O)(=O)N(C)C)cc1NC(=O)COC(=O)/C=C/c1cccs1	-1	i	i	-1	-3	i	i	i	i	-15	i
COc1ccccc1CN(Cc1nc2ccccc2c(=O)[nH]1)C(=O)Nc1ccc(C)cc1	-2	i	i	-9	1	i	i	i	i	-3	i
O=C(O)c1cc(O)ccc1NC(=O)C1CCCO1 (stereo not drawn)	2	i	i	-2	nt	i	i	i	i	-6	i
Cc1c(NC(=O)c2c(F)cccc2F)c(=O)n(-c2ccccc2)n1C	-3	i	i	-1	2	i	i	i	i	-4	i
O=C(c1cc2sccc2n1Cc1ccccc1)N1CCCc2ccccc21	-4	i	i	-6	1	i	i	i	i	-16	i
COc1ccccc1N1CCN(c2ccc(-c3ccccc3)nn2)CC1	5	i	i	29	-4	i	i	i	i	1	i
CCOC(=O)c1c(C)[nH]c(C)c1C(=O)CSc1nc(N)cc(=O)[nH]1	-2	i	i	4	2	i	i	i	i	-13	i

Arranged by SMILES length (rising): some entries from above
SMILES	GSK3 alpha inh	PolyA inh	KCNK9 block	Dyrk1A ADPGlo	GSK3B inh	KCNQ1 inh	RGS4 act	KCNQ1 act	KCNK3 inh	hERG protect	RGS4 block
O=C(O)c1ccc[nH]c1=S	2	i	i	-4	0	i	i	i	i	-4	i
CN1C(=O)C2(OCC(COc3ccc(Cl)cc3)O2)c2ccccc21 (stereo not drawn)	-5	i	i	nt	4	i	i	i	i	2	i
Cc1ccc(S(=O)(=O)N(C)C)cc1NC(=O)COC(=O)/C=C/c1cccs1	-1	i	i	-1	-3	i	i	i	i	-15	i

Continuation.
SMILES	GSK3 alpha inh	PolyA inh	KCNK9 block	Dyrk1A ADPGlo	GSK3B inh	KCNQ1 inh	RGS4 act	KCNQ1 act	KCNK3 inh	hERG protect	RGS4 block
COc1ccc(C2N(C(=O)C(F)(F)F)C(C)CN2S(=O)(=O)c2ccc(C)cc2)cc1 (stereo not drawn)	0	i	i	-2	1	i	i	i	i	-8	i
Cc1ccc(CSC2=Nc3sccc3C3=NC(=O)CN23)cc1	2	i	i	0	2	i	i	i	i	-11	i
CCC(CC)C(=O)Nc1c2c(nn1-c1ccc(OC)cc1)CS(=O)(=O)C2	3	i	i	-2	1	i	i	i	i	-6	i
CC(=O)OCc1c(C(F)(F)F)nn(C)c1Sc1ccccc1	-3	i	i	-1	2	i	i	i	i	-12	i
CCCCCCCC(=O)Nc1ccc(C(=O)N/N=C/c2cccc([N+](=O)[O-])c2)cc1	-3	i	i	2	-6	i	i	i	i	8.9*	i
COc1ccc(N(CC(=O)N2CCOCC2)S(C)(=O)=O)cc1	0	i	i	6	-3	i	i	i	i	-3	i
CCOc1ccccc1-n1c(SCC(=O)Nc2ccc(CC)cc2)nc2n[nH]c(C)c2c1=N	-1	i	i	nt	0	i	i	i	nt	-5	i
O=C(C1CCC(CNc2c(N3CCCCC3)c(=O)c2=O)CC1)N1CCCC1 (stereo not drawn)	-1	i	i	1	-1	i	i	i	i	-8	i
CCc1nc(OCC(=O)c2ccccc2)c(C#N)c2c1COC(C)(C)C2	-2	i	i	6	-2	i	i	i	i	4	i
COc1ccc([N+](=O)[O-])cc1/C=N/NC(=O)Cc1ccccc1	1	i	i	2	0	i	i	i	i	-6	i
CCOC(=O)N1CCC(Nc2c(NCCN3CCN(c4cccc(Cl)c4)CC3)c(=O)c2=O)CC1	-1	i	i	1	-6	i	i	i	i	-15	i
C=C(C)COc1ccc(-c2n[nH]c(C)c2-c2ccccc2OC)c(O)c1	1	i	i	-6	1	i	i	i	i	-14	i
COc1ccc(C(=O)OCC(=O)c2cc(OC)ccc2OC)c(OC)c1	-2	i	i	-3	-2	i	i	i	i	-25	i
COc1ccccc1CNC(=O)c1ccc(S(=O)(=O)N2CCCC2)cc1	nt	i	i	2	4	i	i	i	i	-9	i
CCOC(=O)c1c(C)nc2c(c1-c1ccccc1)C(=O)CC(C)(C)C2	0	i	i	9	1	i	i	i	i	-6	i

High-throughput results: PubChem BioAssay, several laboratories

Not all compounds are listed (hit frequency here may not be typical).
